Rab2A wt mod = modulators of GTP binding to Rab2A wildtype, primary screen, biochemical, dog, bead-based flow cytometry, multiplex; GST-Rab2 wt beads, Bodipy-GTP binding; GTP binding activity, % at 10 µM; 0.19% of 190,000 active; AID 760, 2007;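 active = GTP binding activity at least 20 points away from 100%, either lowered or raised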;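 also: 0% = beads with excess unlabeled GTP and 100% = no-compound control corrected for plate trend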
Pf gamet viab = late stage P. falciparum gametocyte viability inhibitors, primary screen, ATP luminescence, HTS; P. falciparum stage V gametocytes, 24 h; inhibition, % at 10.9 µM; 0.065% of 150,000 active;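 active = inhibition above the mean plus 3 SD of compounds within the control limits, set per campaign, cut at about 38% in these data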;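 also: 0% = DMSO wells and 100% = medium only without gametocytes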
Rab7 wt GTP bind = modulators of GTP binding to Rab7, primary screen, biochemical, wildtype, multiplex bead flow cytometry. Rab7 GTPase wild type (dog), Bodipy-FL-GTP binding. GST-Rab7 beads, fluorescent GTP binding; actives lie on both sides; untreated = 100%, excess cold GTP = 0%. GTP binding activity (percent of control), % at 10 µM. 0.055% of 190,000 active. AID 758, 2007;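 active = fluorescent GTP binding to Rab7 beads changed by at least 20 points from the 100% baseline, either direction, mostly lower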;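 also: median green fluorescence of bound Bodipy-FL-GTP per Rab7 bead population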
Mcl-1 Bim block = inhibitors of Bim peptide binding to Mcl-1, primary screen, biochemical, bead-based flow cytometry, multiplex; 0.1% of 190,000 active; Induced myeloid leukemia cell differentiation protein Mcl-1 (Homo sapiens), Q07820; inhibition, % at 10 µM; Bim peptide-Mcl-1 binding; in the data active = inhibition above about 40%;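 also: 0% = no compound tracer wells and 100% = peptide blocker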
Target sequence (Q07820 whole entry, looked up): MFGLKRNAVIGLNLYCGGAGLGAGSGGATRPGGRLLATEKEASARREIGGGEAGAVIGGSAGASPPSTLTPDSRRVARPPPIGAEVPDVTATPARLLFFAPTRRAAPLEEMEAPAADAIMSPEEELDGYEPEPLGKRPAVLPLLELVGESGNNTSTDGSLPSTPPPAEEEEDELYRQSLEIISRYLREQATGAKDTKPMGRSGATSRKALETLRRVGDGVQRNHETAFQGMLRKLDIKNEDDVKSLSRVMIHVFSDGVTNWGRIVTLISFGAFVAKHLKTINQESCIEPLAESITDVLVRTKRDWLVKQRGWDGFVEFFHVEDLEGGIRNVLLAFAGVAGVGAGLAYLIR
Avidin bead fluor = green autofluorescence of compounds with avidin beads – biophysical, 488/530 nm, flow cytometry, artefact control, profiling panel; compound fluorescence 488/530 nm; hits give high values; 0.38% of 220,000 active; fluorescence (KMESF) at 10 µM; AID 1775, 2009; in the data active = fluorescence above about 47; also: inactives centre near 10
Rac1 wt GTP bind = wildtype Rac1 GTP binding modulators, primary screen, biochemical, GST-Rac1 beads, flow cytometry, multiplex; fluorescent GTP binding; actives lie on both sides; 0 = cold GTP competed, 100 = untreated; GTP binding activity (% of control), % at 10 µM; 0.27% of 190,000 active;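 active = GTP binding activity at least 20 points away from the 100% control level, either lower or higher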
Rac1 act GTP bind = GTP binding modulators of activated mutant Rac1, primary screen, biochemical, bead-based flow cytometry, multiplex, fluorescent GTP; Ras-related C3 botulinum toxin substrate 1 (Homo sapiens), P63000; GST-Rac1 activated beads; actives lie on both sides; 100% means binding = to untreated wells; 0.11% of 190,000 active; percent activity (GTP binding), % at 10 µM; AID 764, 2007;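 active = GTP binding at least 20 percentage points away from the 100% baseline, in either direction, so actives lie on both sides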
Mcl1 Bid PPI = Mcl-1/Bid binding inhibitors, primary screen, biochemical, TR-FRET, 1536-well; Induced myeloid leukemia cell differentiation protein Mcl-1 (Homo sapiens), Q07820; TR-FRET Mcl-1/Bid-Dy647 peptide binding; inhibition, % at 21.7 µM; 0.97% of 220,000 active; AID 1021, 2008;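 active = compounds that cut the binding signal by more than half at the single screening dose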;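 also: His-tagged Mcl-1 with europium anti-His antibody binding Bid BH3 peptide; 0% = Mcl-1 plus peptide wells and 100% = peptide-only wells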
Cdc42 wt GTP = modulators of GTP binding to wildtype Cdc42, primary screen, biochemical, multiplex bead flow cytometry, Bodipy-GTP; Cell division control protein 42 homolog (Homo sapiens), P60953; GST-Cdc42 beads; actives lie on both sides; percent activity (GTP binding), % at 10 µM; 0.2% of 190,000 active; AID 761, 2007;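 active = percent activity GTP binding at least 20 points away from the 100% baseline, either down as inhibitor or up as activator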;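 also: median bead fluorescence of bound Bodipy-FL-GTP at 100 nM; 0% = excess unlabeled GTP control and 100% = no compound control; below 100% means less GTP binding so inhibitor and above means activator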
Target sequence (P60953 whole entry, looked up): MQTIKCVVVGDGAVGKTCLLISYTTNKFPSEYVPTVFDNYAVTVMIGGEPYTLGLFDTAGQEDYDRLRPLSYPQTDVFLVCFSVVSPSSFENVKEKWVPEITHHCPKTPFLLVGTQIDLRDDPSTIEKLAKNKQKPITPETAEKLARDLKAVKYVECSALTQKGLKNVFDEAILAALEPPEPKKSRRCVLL
HRas wt GTP = modulators of GTP binding to HRas wildtype, primary screen, biochemical, bead-based flow cytometry, multiplex; 0.14% of 190,000 active; GTPase HRas (Homo sapiens), P01112; GST-Ras wt beads, Bodipy-FL-GTP binding; actives lie on both sides; GTP binding activity, % at 10 µM;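 active = GTP binding activity at least 20% away from the 100% baseline, either lowered as inhibitor or raised as activator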;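 also: 0% = unlabeled GTP competition control and 100% = no-compound control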
Target sequence (P01112 whole entry, looked up): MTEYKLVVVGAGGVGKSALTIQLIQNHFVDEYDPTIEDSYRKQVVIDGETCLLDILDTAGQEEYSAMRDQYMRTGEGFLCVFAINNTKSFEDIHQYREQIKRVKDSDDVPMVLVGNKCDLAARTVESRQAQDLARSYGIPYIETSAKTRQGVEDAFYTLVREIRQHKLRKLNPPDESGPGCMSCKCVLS
Mcl1 Noxa PPI = Mcl-1/Noxa binding inhibitors, primary screen, biochemical, TR-FRET, 1536-well. TR-FRET Mcl-1/Noxa peptide binding, 2 h. inhibition, % at 21.7 µM. 1.5% of 220,000 active;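 active = compounds that cut the protein-peptide binding signal by more than 50% relative to plate controls in a single-dose test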;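 also: His-tagged Mcl-1 with rhodamine Noxa BH3 peptide and terbium anti-His antibody; 0% = Mcl-1 plus Noxa peptide wells and 100% = peptide-only wells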
The depositor's hits bear a star; . = no result given.

SMILES | Rab2A wt mod | Pf gamet viab | Rab7 wt GTP bind | Mcl-1 Bim block | Avidin bead fluor | Rac1 wt GTP bind | Rac1 act GTP bind | Mcl1 Bid PPI | Cdc42 wt GTP | HRas wt GTP | Mcl1 Noxa PPI
Cc1ccccc1/C(N)=N/OC(=O)c1ccc(F)cc1 | 100 | 9 | 106 | -6 | 2 | 97 | 95 | -7 | 94 | 98 | 0
C/C(=N\NC(=S)NCc1ccccc1)c1ccccc1F | 94 | 9 | 94 | -3 | 8 | 94 | 91 | -46 | 92 | 92 | 6
O=C(COc1ncnc2ccccc12)c1ccc(Cl)cc1 | 94 | -6 | 93 | -3 | 10 | 97 | 95 | -30 | 95 | 95 | 6
CC(=O)Nc1c(O)nc(SCC(=O)Nc2sc3c(c2C#N)CCCCCC3)[nH]c1=O | 97 | 1 | 97 | -1 | . | 100 | 96 | -45 | 99 | 98 | 20
COc1ccc(CCNC(=O)C/C(C)=N/NC(=O)C2CCCCC2)cc1OC | 100 | 10 | 103 | -4 | 7 | 107 | 99 | -13 | 101 | 100 | -2
CS(=O)(=O)N(CC(=O)NCCSC1CCCCC1)c1ccc2c(c1)OCO2 | 98 | 1 | 102 | -3 | 7 | 104 | 101 | -7 | 101 | 102 | 21
Cc1ccc(S(=O)(=O)N2CCC(C(=O)N3CCC[C@H]3C(=O)NCc3ccccc3)CC2)cc1 | 98 | 19 | 95 | -1 | 15 | 96 | 97 | 3 | 98 | 95 | 11
O=C(NCN1C(=O)C2C3C=CC(C3)C2C1=O)OC1CCCCC1 (configuration not stated) | 103 | . | 100 | -3 | 13 | 104 | 99 | -10 | 102 | 101 | 3
O=C(NCCOC(=O)c1ccc(Cl)cc1)c1cccnc1 | 96 | . | 96 | 1 | 8 | 101 | 98 | -5 | 96 | 98 | 10
CN(c1ccccc1)c1ccc(/C=N/NC(=O)CC#N)cc1 | 99 | . | 97 | 1 | 1 | 104 | 100 | -57 | 97 | 101 | 13
Cc1ccc(S(=O)(=O)NCCNC(=O)C2CCCNC2=O)cc1 (configuration not stated) | 108 | . | 108 | 0 | 17 | 106 | 101 | -5 | 110 | 111 | 2
COc1ccc2c(c1)CCc1cc(C(=O)N3CCN(c4ccc(N5CCOCC5)nn4)CC3)sc1-2 | 100 | . | 102 | 2 | 6 | 98 | 94 | -19 | 98 | 99 | 48
Cc1ccc(-c2nc(-c3ccc(Cl)cc3)sc2CC(=O)O)c(C)c1 | 87 | . | 100 | 0 | 6 | 90 | 84 | 12 | 84 | 89 | 3
CCOc1ncccc1C(=O)N(C)CC(=O)Nc1ccc(C)cc1 | 102 | 11 | 103 | 0 | 4 | 105 | 101 | 3 | 103 | 104 | -2
O=C1c2cccnc2-c2ncccc21 | 99 | . | 99 | 0 | 25 | 105 | 101 | -8 | 104 | 101 | -10
CC(C(=O)Nc1ccc2c(c1)OCO2)c1ccc([N+](=O)[O-])cc1 (configuration not stated) | 92 | -34 | 93 | 1 | 8 | 93 | 93 | -2 | 93 | 94 | 1
CC(C)CCn1nnnc1C(C(C)C)N1CCC(C(N)=O)CC1 (configuration not stated) | 100 | . | 103 | -4 | 5 | 105 | 99 | -8 | 102 | 101 | -6
Cc1cccc(NC(=O)Nc2ccc3c(c2)OCO3)n1 | 97 | 0 | 105 | 0 | 9 | 97 | 97 | -72 | 97 | 98 | 11
COc1ccc2c(c1)-c1nc(N)sc1CC2 | 97 | 0 | 104 | 1 | 10 | 98 | 96 | -63 | 96 | 102 | 9
Cc1cccc(NC(=S)N2CCC(C(=O)c3ccc(F)cc3)CC2)c1C | 93 | -20 | 88 | -5 | 10 | 93 | 92 | -28 | 94 | 88 | -10
Fc1ccc(CSc2nnc3ccc(-c4ccncc4)nn23)cc1 | 89 | -6 | 90 | 2 | 8 | 91 | 90 | -21 | 89 | 91 | 0
Cc1ccc(S(=O)(=O)n2nc(OC(=O)c3ccco3)cc2N)cc1 | 101 | 4 | 99 | -7 | 29 | 102 | 99 | -32 | 102 | 98 | 13
O=C1CC(N2CCOCC2)C(=O)N1CCN1C(=O)CC(N2CCOCC2)C1=O (configuration not stated) | 99 | . | 100 | -2 | 7 | 107 | 99 | -13 | 105 | 102 | -6
COc1ccc2cc(C3C(C#N)=C(N)OC(C)=C3C(C)=O)c(Cl)nc2c1 (configuration not stated) | 93 | -10 | 97 | -3 | 6 | 96 | 95 | -2 | 95 | 97 | -6
CCN(CC)S(=O)(=O)c1ccc(C(=O)Oc2coc(CSc3nc(C)cc(C)n3)cc2=O)cc1 | 100 | . | 101 | 1 | 2 | 102 | 98 | -3 | 101 | 100 | 70*
CCOC(=O)N1CCN(CCC(=O)Nc2ccc(OC)cc2OC)CC1 | 98 | -13 | 100 | -3 | 37 | 107 | 101 | -13 | 103 | 103 | -7
Cc1ccn2cc(CCNS(=O)(=O)c3ccc4c(c3)CCCC4)nc2c1 | 99 | . | 94 | 0 | . | 102 | 98 | 2 | 98 | 99 | 2
O=C(Nc1ccccc1)c1cccc(N2C(=O)CCC2=O)c1 | 98 | . | 98 | 0 | 9 | 94 | 95 | 4 | 98 | 98 | 1
Cc1ccc(-c2c(C(=O)NCc3ccccc3)oc(=O)c3ccccc23)cc1 | 99 | . | 99 | -3 | 2 | 99 | 99 | 5 | 99 | 102 | 4
CC(=O)NNc1ncnc2c1cnn2-c1ccc(C)cc1 | 100 | -16 | 105 | -1 | 12 | 101 | 95 | -19 | 98 | 101 | -5
CCOC(=O)CN(C(=O)CN1CCC(n2nnc3cc(C)ccc32)CC1)c1ccccc1 | 104 | . | 99 | -1 | 14 | 104 | 100 | -17 | 106 | 105 | 13
CN(C(=O)CSCC(=O)O)C1CCCCC1 | 99 | 0 | 101 | -3 | 16 | 105 | 100 | 6 | 102 | 99 | 8
COc1cc(/C=C/C(=O)NC(C)C)ccc1OCc1ccccc1 | 99 | -3 | 96 | -3 | 12 | 105 | 100 | -8 | 103 | 103 | 4
O=C(CCN1CCN(c2ccccc2)CC1)Nc1cccc(Br)c1 | 95 | . | 99 | 0 | 9 | 91 | 92 | -42 | 92 | 95 | 6
O=C(CCc1ccccc1)Nc1nnc(-c2ccc3c(c2)CCCC3)o1 | 96 | . | 96 | 0 | 7 | 100 | 93 | -7 | 96 | 95 | -7
CCOn1c(=O)c(-c2ccc(OC)cc2)[n+]([O-])c2ccccc21 | 102 | 16 | 102 | -1 | 7 | 107 | 102 | -7 | 103 | 103 | -3
COc1cccc(Nc2nc(NCCO)c3ccccc3n2)c1 | 97 | . | 96 | 3 | 7 | 104 | 102 | -34 | 102 | 100 | 23
CCN1C(C(=O)c2ccccc2)=C(Nc2ccccc2C)c2ccccc2S1(=O)=O | 99 | -2 | 97 | -4 | 15 | 102 | 103 | -7 | 98 | 99 | 1
COc1ccc(OCC(=O)Nc2ccccc2OC)cc1 | 100 | 12 | 98 | 0 | 5 | 101 | 100 | -10 | 103 | 100 | 5
CCCCn1c(=O)c(CCC(=O)OCC(=O)Nc2cc(Cl)ccc2OC)nc2ccccc21 | 101 | . | 103 | 0 | 0 | 102 | 101 | -11 | 103 | 104 | -4
CC(=O)OCCN1C(=O)c2cccnc2C1=O | 95 | 10 | 96 | -3 | 7 | 95 | 97 | -18 | 98 | 98 | -12
CCOC(=O)N/N=C\c1ccc(C)s1 | 102 | 9 | 100 | -5 | 8 | 107 | 101 | -12 | 105 | 100 | 1
CC(C)C(NS(=O)(=O)c1ccc2c(c1)oc(=O)n2C)C(=O)N1CCN(C2CCCCC2)CC1 (configuration not stated) | 100 | . | 104 | 3 | 8 | 109 | 99 | -7 | 102 | 101 | 5
COC(=O)NCN1C(=O)C2C3C=CC(C3)C2C1=O (configuration not stated) | 94 | 9 | 95 | -1 | 6 | 99 | 97 | 6 | 96 | 96 | 8
CN1CCN(NC(=O)C23CC4CC(CC(C4)C2)C3)CC1 | 97 | 9 | 99 | -2 | 8 | 103 | 97 | -17 | 98 | 98 | -6
CN(C(=O)c1ccc(=O)[nH]c1)C1(C(=O)NC2CCCCC2)CCCCC1 | 101 | -9 | 97 | -2 | 30 | 106 | 100 | -3 | 104 | 102 | -4
COc1cccc(NC(=S)N/N=C2/CCCCc3ccccc32)c1 | 95 | 0 | 96 | 4 | 8 | 99 | 97 | -106 | 97 | 97 | -50
CCCCn1c(-c2csc3c2CCC(C)C3)n[nH]c1=S (configuration not stated) | 95 | . | 97 | 0 | 8 | 97 | 94 | -68 | 98 | 97 | 10
CCOC(=O)C1CCCN(C(=O)CSc2nccn2C)C1 (configuration not stated) | 100 | . | 104 | -3 | 12 | 103 | 99 | -22 | 97 | 101 | -3
O=C(CSc1nnc(-c2cccnc2)n1Cc1ccccc1)N1CCOCC1 | 102 | . | 100 | 0 | 13 | 102 | 98 | -8 | 102 | 101 | -9
CCC1(c2ccccc2)NC(=O)N(CC(=O)Nc2cccc(C#N)c2)C1=O (configuration not stated) | 98 | -20 | 97 | -3 | 21 | 98 | 98 | -32 | 99 | 99 | 7
Cn1c(SCC(=O)Nc2cccc(O)c2)nnc1-c1ccc(S(=O)(=O)N2CCOCC2)cc1 | 98 | . | 96 | . | 13 | 106 | 101 | -67 | 102 | 99 | 2
O=C(NCC(=O)N(Cc1cccs1)C(C(=O)NC1CCCCC1)c1ccco1)c1ccco1 (configuration not stated) | 99 | 26 | 99 | -1 | 6 | 102 | 99 | -3 | 100 | 101 | -15
CCc1ccc(NC(=O)COC(=O)c2ccc(Cl)c(S(=O)(=O)N3CCCCCC3)c2)cc1 | 96 | 9 | 99 | -2 | 12 | 99 | 96 | -27 | 93 | 99 | 13
C=CCc1c(C)[nH]c2ccc(C)cc2c1=O | 93 | . | 93 | -5 | 12 | 87 | 91 | 15 | 93 | 93 | .
CSc1ncccc1C(=O)Nc1nc2c(C)cccc2s1 | 100 | 6 | 97 | -4 | 13 | 100 | 98 | -4 | 100 | 100 | 5

Compound activity (PubChem)
